Screens: PubChem, several laboratories
Glyco luc inh = N-linked glycosylation inhibition; D54 ERlucT glycosylation luciferase reporter, 24 h; percent of 100 nM tunicamycin response; actives 0.23% (n = 360,000); reporter increase, % at 12.5 µM;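 active = mean luciferase reporter signal, scaled so untreated is 0 and the glycosylation-blocking control 100, at or above a set limit in every replicate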;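 note: luciferase carries N-glycosylation sites so blocking glycosylation raises the light; 0% = median of neutral control wells and 100% = median of 100 nM tunicamycin wells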
ABCB6 inh 2 = human ABCB6 transporter inhibition. Q9NP58. K562-ABCB6 porphyrin accumulation, flow cytometry, 1 h; active compounds read low. fluorescence ratio to DMSO, % at 10 µM. actives 0.19% (n = 360,000). AID 602162;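 active = fluorescence ratio to DMSO below 75%, the collection mean minus 3 SD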;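 note: signal is porphyrin accumulated inside mitochondria; 100% equals median channel fluorescence of DMSO control wells; lower ratio means ABCB6 inhibition with less porphyrin fluorescence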
MC4R ag barr = agonists of human melanocortin 4 receptor (MC4R) beta-arrestin; P32245; U2OS MC4R beta-arrestin complementation, luminescence; percent of melanotan II response, DMSO zero; activation, % at 8.9 µM; actives 0.98% (n = 360,000); AID 540308;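 active = activation above a per-plate cutoff, the mean activation of sample wells on that plate plus 3 SD, cut at about 8% in these data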
PDI turbidity = inhibitors of human protein disulfide isomerase; P07237; PDI insulin aggregation turbidity, A650, 90 min; inhibition, % at 10 µM; actives 0.052% (n = 350,000);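 active = mean inhibition across replicates of 30% or more, whatever share of single replicates reach that level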;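 note: absorbance from insulin aggregation driven by PDI reduction with DTT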
Target sequence (P07237 whole entry, looked up): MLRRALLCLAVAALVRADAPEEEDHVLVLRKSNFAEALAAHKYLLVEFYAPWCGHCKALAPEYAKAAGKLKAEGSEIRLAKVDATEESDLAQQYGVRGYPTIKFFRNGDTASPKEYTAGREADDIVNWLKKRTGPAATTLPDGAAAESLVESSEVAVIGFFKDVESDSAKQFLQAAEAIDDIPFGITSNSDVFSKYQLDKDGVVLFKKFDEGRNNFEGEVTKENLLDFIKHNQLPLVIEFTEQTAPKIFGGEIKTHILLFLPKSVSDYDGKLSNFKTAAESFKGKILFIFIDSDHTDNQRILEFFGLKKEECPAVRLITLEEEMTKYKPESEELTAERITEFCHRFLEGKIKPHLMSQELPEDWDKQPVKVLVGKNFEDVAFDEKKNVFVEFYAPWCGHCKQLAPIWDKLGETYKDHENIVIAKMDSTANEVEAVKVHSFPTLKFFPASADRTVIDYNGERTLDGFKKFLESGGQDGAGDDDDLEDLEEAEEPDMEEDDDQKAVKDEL
CaV13 ICDI inh = Primary screen for inhibitors of IQ motif and Ca2+-dependent inactivation inhibitor domain binding in CACNA1D, Förster resonance energy transfer in living cells, …; HEK cells, CFP/YFP FRET ICDI-IQ, plate reader, 10 min; percent FRET-ratio fall versus neutral wells; inhibition, % at 12.3 µM; actives 0.098% (n = 340,000); AID 743397;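 active = mean replicate inhibition of at least 30% and at least 1% of replicates passing that level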;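 note: 0% = median of the neutral control wells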
Cardio protect = myocardial damage modulation in H9c2 cells. H9c2 cardiomyocytes, H2O2 injury protection, ATPLite, 2 h. protection from H2O2 cell death, % at 20 µM. actives 0.63% (n = 360,000);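 active = compounds giving at least 50% protection of heart cells from peroxide-induced death in the single-dose screen, raw or plate-pattern-corrected value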;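 note: 0% = DMSO wells with peroxide and 100% = DMSO wells without peroxide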
aDG glyco act = alpha-DG glycosylation activation; Pro5-aDG cells, alpha-DG glycosylation AlphaScreen (IIH6); 0% Pro5, 100% B10-LARGE cell signal; activation, % at 10 µM; actives 0.22% (n = 360,000); AID 624168;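 active = activation of at least 8% versus controls, or a plate z-score of at least 8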;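 note: Pro5 are CHO cells carrying HIG-tagged alpha-DG that lacks glycosylation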
m5-HT2A agonist = mouse HTR2A agonism via beta-arrestin recruitment | actives 0.66% (n = 360,000) | AID 624169 | activation, % at 7.6 µM | P35363 | CHO-K1 mHTR2A beta-arrestin complementation, luminescence; percent of 30 µM serotonin response;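 active = activation above a run cutoff, the mean activation of all tested compounds plus 3 SD, cut at about 14% in these data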;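 note: 0% = plate median of compound wells and 100% = 30 µM serotonin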
Target sequence (P35363 whole entry, looked up): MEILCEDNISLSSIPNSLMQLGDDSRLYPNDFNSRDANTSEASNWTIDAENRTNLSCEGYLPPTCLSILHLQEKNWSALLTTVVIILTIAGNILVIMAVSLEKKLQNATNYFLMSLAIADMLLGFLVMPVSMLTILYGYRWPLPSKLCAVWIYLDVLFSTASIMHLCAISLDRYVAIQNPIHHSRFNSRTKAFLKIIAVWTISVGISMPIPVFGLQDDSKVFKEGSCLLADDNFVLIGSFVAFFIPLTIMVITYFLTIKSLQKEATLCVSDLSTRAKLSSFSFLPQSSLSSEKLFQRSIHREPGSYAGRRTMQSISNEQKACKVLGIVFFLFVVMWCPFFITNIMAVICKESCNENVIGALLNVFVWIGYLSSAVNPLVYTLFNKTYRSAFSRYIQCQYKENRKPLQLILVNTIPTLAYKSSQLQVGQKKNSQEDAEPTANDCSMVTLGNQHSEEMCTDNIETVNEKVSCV
MC4R antagonist = human MC4R antagonism in cAMP assay; actives 0.48% (n = 360,000); AID 540295; inhibition, % at 6.5 µM; MC4R-expressing cells, MTII-stimulated cAMP, LANCE TR-FRET; P32245;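 active = inhibition above its plate's cutoff, the mean of tested wells on that plate plus 3 SD, cut at about 29% in these data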;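 note: 0% = Melanotan II alone and 100% = Melanotan II plus saturating MCL0020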
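system = U2OS cells with stable human MC4R expression | also added = Melanotan II challenge after compound preincubation | dosing = one concentration, 6.5 µM nominal | incubation = compound 30 min, challenge 1 h, detection 1 h | measured by = TR-FRET with Eu-cAMP and labeled anti-cAMP, 671 nm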
Vif inh = HIV Vif inhibition | inhibition, % at 7.49 µM | actives 0.35% (n = 340,000) | HEK293T cells, Vif self-association by quenched fluorescence, imaging, 24 h | AID 602346; in the data active = inhibition above about 50%, passing the limit was not always enough; note: some results filed as inactive read as strong as hits
Starred values were filed as active, the others as inactive; · = not tested or not shown.

No.	SMILES	CaV13 ICDI inh	PDI turbidity	Cardio protect	aDG glyco act	Glyco luc inh	Vif inh	MC4R ag barr	ABCB6 inh 2	m5-HT2A agonist	MC4R antagonist
1	CCOc1ccc(N2C(=O)c3ccccc3C2=O)cc1	-4	-2	-10	-0.1	0	-6	1.1	89	3	9
2	COCCNC(=O)CC(=O)N/N=C/c1cccc(C(=O)OC)c1	-5	-2	7	-0.2	1	-6	-2.9	99	-5	8
3	Cc1cccc2nc3ccccc3cc12	-8	-3	-2	0.1	4	0	-2.5	92	-2	-8
4	Nc1nn(-c2ccccc2)nc1C(=O)OCc1ccccc1F	·	0	-5	0.0	2	8	2.5	98	2	7
5	O=C(NCCc1ccccc1Cl)c1ccc2nc3ccccc3c(=O)n2c1	-20	19	58*	0.2	2	-8	0.5	97	-7	3
6	O=C(O)CN1C(=O)/C(=C\c2ccccc2OCc2ccc(F)cc2)SC1=S	-19	13	1	-0.1	1	-9	1.2	100	-2	3
7	COC(CNC(=O)c1ccc2c(c1)nc(C)n2-c1ccc(F)c(F)c1)OC	-4	-2	2	-0.2	2	-4	-1.3	101	15*	9
8	COc1ccc(C#Cc2ccc(C3=CC(=O)CC(C)(C)C3=O)cc2)cc1	-10	-4	-17	-0.1	-3	·	0.9	98	3	7
9	CCCCCCCCCCCC(=O)NC(C(=O)OCC)C(O)c1cccc([N+](=O)[O-])c1 (configuration not stated)	-4	7	-31	3.5	-2	-25	-3.0	86	0	5
10	CCCOc1ccc(C2c3c(oc4cc(C)c(C)cc4c3=O)C(=O)N2CCCN(C)C)cc1 (configuration not stated)	-5	·	-3	0.2	1	10	-1.3	103	-9	-1
11	Cc1cc(NC(=O)c2ccc(NC(=O)C3CCCO3)cc2)ccc1Br (configuration not stated)	-3	-2	-9	0.9	-4	-5	-0.8	107	-1	4
12	COc1ccc(C(=O)N/N=C/c2sc(=O)n(Cc3cccc(C(=O)O)c3)c2Cl)cc1	-5	-8	-3	0.0	1	·	-2.8	102	-3	-3
13	Cc1nn(-c2ccc(F)cc2)c(Cl)c1/C=N/NC(=O)c1ccc(O)cc1	-2	0	19	0.2	1	-2	2.1	95	1	-10
14	COc1ccnc(CSC(N)=Nc2ccccc2C(F)(F)F)c1	-5	-3	-3	-0.4	-3	1	0.0	97	-2	-1
15	COc1ccccc1C(=O)N(Cc1ccc(C)o1)C1CCS(=O)(=O)C1 (configuration not stated)	·	7	0	0.0	1	-4	-1.7	93	-3	-20
16	Cc1ccc(N/C(N)=N/c2nc(C)cc(N3CCCCC3)n2)c(C)c1	-5	14	-26	-0.7	11	-14	-0.7	96	-5	4
17	Cc1cccc(N/C(N)=N/c2nc(C)c(Cc3ccccc3)c(=O)[nH]2)c1	-5	-5	0	0.0	0	·	5.1	92	4	8
18	COc1ccc2c(c1)CCc1cc(C(=O)O)sc1-2	-6	-3	3	0.1	1	0	-0.1	92	0	11
19	Nc1nc(Cl)cc(N2CCC(c3cc(-c4ccc(Cl)cc4Cl)n[nH]3)CC2)n1	-4	-4	-17	11*	2	-5	0.9	93	2	11
20	Cc1onc(-c2ccccc2)c1C(=O)N/N=C/c1cn(C)c2ccccc12	-4	20	-10	0.2	-1	-6	-1.5	153	1	0
21	O=C(O)C(c1ccccc1)N1C(=O)/C(=C\c2ccc(-c3ccc(Br)cc3)o2)SC1=S (configuration not stated)	-22	8	-3	0.0	-1	-3	-0.4	131	3	15
22	CCCCCN1C(=O)Cn2c(nc3ccccc3c2=O)C1C (configuration not stated)	-4	-3	1	-0.2	2	·	1.6	95	4	0
23	CCCC(=O)Nc1ccc(Cl)c(NC(=O)CC)c1	·	-1	-6	0.0	1	-2	1.4	105	5	9
24	Cc1ccc2c(=O)c(CN3CCCCCC3)c(C)[nH]c2c1C	-2	3	-1	-0.2	2	5	0.5	99	-3	9
25	Cc1ccc(NC(=O)c2nc[nH]c2C(=O)Nc2ccccc2F)cc1	-5	6	-1	0.2	5	90*	16*	102	2	0
26	CSc1ncccc1C(=O)OCC(=O)Nc1nc(C)c(Cl)cc1Cl	-6	-2	3	0.3	1	18	1.1	91	4	0
27	O=C(Nc1ccc(F)cc1)c1ccc2c(=O)n(CC3CCCO3)c(=S)[nH]c2c1 (configuration not stated)	-7	3	-2	0.5	-1	-12	1.9	96	-11	15
28	O=C(Nc1ccc(Oc2ccccc2)nc1)C1CCCCN1Cc1ccc(OCCO)cc1 (configuration not stated)	-2	-10	10	-0.3	0	-3	-1.1	92	-3	-3
29	NS(=O)(=O)c1ccc(NC(=O)/C=C/c2ccc3c(c2)OCO3)cc1	-4	-3	-5	0.5	-2	4	-3.1	101	-6	6
30	COc1ccc2nc3ccccc3nc2c1NC(=O)c1ccc(Cl)cc1	-5	-8	-6	0.2	10	106*	9.1*	108	-2	0
31	O=C1OC(c2ccco2)=N/C1=C\c1ccc(-c2cccc(C(F)(F)F)c2)o1	-4	7	3	0.2	1	-2	-2.4	98	5	5
32	O=C1C2C3C=CC(C3)C2C(=O)N1CCN1CCN(S(=O)(=O)c2ccc3ccccc3c2)CC1 (configuration not stated)	-4	6	-4	0.1	2	-2	1.0	95	-3	5
33	COc1ccc(CNC(=O)COC(=O)CC2CCCC2)cc1	-6	-11	6	-0.4	0	2	-0.8	102	-1	10
34	C[C@@H]1CN([C@H](C)CO)C(=O)CCCn2cc(nn2)CO[C@H]1CN(C)C(=O)Nc1ccccc1F	-3	-5	16	0.3	1	-2	0.2	98	1	6
35	C=CCn1c(SCC(=O)Nc2ccc3c(c2)CCC3)nnc1-c1cccs1	-5	3	-13	0.4	-2	-18	-3.1	86	-2	6
36	CCOc1ccc(N(CC(=O)NC2CCCC2)C(=O)CCC(=O)Nc2nccs2)cc1	-8	0	-1	0.0	1	-7	-0.8	97	-11	-1
37	Cc1cc(C)nc(N2CCC(C(=O)NC3CC3)CC2)n1	-3	-3	6	-0.2	0	1	0.3	101	2	3
38	O=C(NCN1CCN(c2ccccc2F)CC1)c1cccnc1	-8	8	-8	0.1	-1	·	-0.3	101	5	17
39	COc1ccc(CCN=C(C)c2cc(C)c(C)cc2O)cc1OC	-21	10	-2	0.4	1	-1	-0.5	97	5	7
40	C[C@@H](CN1C(=O)C(=O)NC[C@@H]1C)NC(=O)CC12CC3CC(CC(C3)C1)C2	-5	0	16	-0.2	0	-1	-0.6	100	-2	-1
41	Cn1c(SCc2cccc([N+](=O)[O-])c2)nc2ccccc2c1=O	-5	-10	-20	2.6*	-9	-6	1.5	94	-3	7
42	COc1ccc(N(C(=O)c2ccncc2)S(=O)(=O)c2ccc(Cl)cc2)cc1	·	·	10	0.0	-3	5	0.9	98	-2	15
43	CC(C)(C)C1(O)CC(C(F)(F)F)=NN1C(=O)Cc1ccc([N+](=O)[O-])cc1 (configuration not stated)	-5	1	-11	0.3	-1	-1	2.5	96	-2	10
44	CC1=CC(=O)N(c2cccc(C(F)(F)F)c2)C1c1ccc(Cl)cc1 (configuration not stated)	-10	-2	-6	0.0	-4	-4	-2.0	102	-2	4
45	CCCCN(CCCC)CCNC(=O)c1cn(C)c2ccc(S(=O)(=O)N(C)C3CCCCC3)cc2c1=O	-2	-5	-7	0.2	-6	1	-1.0	99	-1	13
46	Clc1ccc(-c2nnc(-c3ccccc3)nc2-c2c[nH]c3ccccc23)cc1	-5	1	-4	-0.5	0	5	-1.0	98	-1	26
47	COc1cccc(CN(CC(=O)NCC2CCCO2)C(=O)CNS(=O)(=O)c2ccccc2)c1 (configuration not stated)	-8	1	2	-0.4	-1	2	-1.8	100	-2	5
48	COC(=O)c1ccnc(SCC(=O)c2ccccc2)c1	-18	-1	-4	-0.1	0	-8	-1.6	90	-6	15
49	Cn1cc([N+](=O)[O-])c(C(=O)NCc2ccccc2)n1	-5	-3	-1	-0.1	2	4	-1.5	93	-1	6
50	O=C1CCC(C(=O)N2CCCCCCC2)CN1Cc1cccc(C(F)(F)F)c1 (configuration not stated)	-5	-1	-6	0.1	0	·	-2.0	102	-2	8
51	CCCC(OC(=O)CN1C(=O)COc2ccccc21)C(=O)NC1CCCC1 (configuration not stated)	-8	-2	12	0.1	0	9	-1.7	94	1	2
52	Cc1cc(C)nc(/N=C(\N)Nc2ccc(S(=O)(=O)O)cc2)n1	-2	-3	-7	-0.1	1	17	-1.5	102	0	0
53	O=C(Nc1ccc([N+](=O)[O-])cc1)C(c1ccccc1)c1ccccc1	-15	-1	-8	0.8	-8	-7	5.5	97	-5	15
54	CC(C)CC(=O)NCc1ccc2[nH]c3c(c2c1)CCCC3	-3	-3	-4	-0.4	0	-4	-0.3	90	-2	-3
55	CCN(CC)S(=O)(=O)c1cccc(NC(=O)COC(=O)c2ccc(Br)o2)c1	-4	-12	-25	-0.2	3	-5	-1.6	92	1	4
56	CC(=O)c1cc(C)c(OCc2cn(CC(=O)c3ccc(O)cc3)nn2)c(C)c1	-5	1	8	-0.1	2	-5	-1.4	93	-1	-7
57	CC1CCc2c(sc(NC(=O)CCCn3cnc([N+](=O)[O-])n3)c2C(N)=O)C1 (configuration not stated)	1	-2	-6	0.1	3	0	1.3	99	-3	9
58	O=C(Cc1ccccc1[N+](=O)[O-])NCc1ccc(Cl)cc1Cl	-3	4	-16	0.2	-5	3	-2.3	96	-4	12
59	CCOC(=O)N/N=C(C)/C=C/c1ccccc1	7	2	-1	-0.1	0	22	-3.2	97	-3	5
60	Cc1ccc(Cn2nnc3c(=O)n(CC(=O)NCc4ccc5c(c4)OCO5)cnc32)cc1	-9	1	8	-0.1	6	·	-1.4	97	-3	-6

Following part
No.	SMILES	CaV13 ICDI inh	PDI turbidity	Cardio protect	aDG glyco act	Glyco luc inh	Vif inh	MC4R ag barr	ABCB6 inh 2	m5-HT2A agonist	MC4R antagonist
61	CCN1CCN(CC(=O)N/N=C/c2cc(Br)cs2)CC1	-21	2	6	0.0	2	3	0.7	100	1	-1
62	Cc1ccc(NC2=C(NC(=O)c3ccccc3)C(=O)c3ccccc3C2=O)cc1Cl	-3	1	-6	3.4	3	-4	-3.8	97	-5	-2
63	Cc1c(OCC(=O)N[C@@H](Cc2ccccc2)C(=O)O)ccc2c3c(c(=O)oc12)CCC3	·	·	-1	-0.3	-2	8	0.0	104	1	0
64	O=S(=O)(c1cc(Cl)ccc1Cl)n1nnc2ccccc21	-5	-4	-2	-0.3	1	4	-1.2	95	4	7
65	O=C(CN1CCCCCC1)Nc1ccccc1[N+](=O)[O-]	0	-6	-4	0.0	-1	22	0.0	97	3	2
66	COc1ccc(C)cc1S(=O)(=O)N1CCCC(C(=O)N2CCN(c3ccccc3)CC2)C1 (configuration not stated)	-5	15	0	-0.3	·	·	-2.9	103	-3	4

No enrichment for hits; overall some 3.6% were active at least once.
